# 14-3-3g Raf: modulators of 14-3-3 gamma protein binding, primary screen, biochemical, fluorescence polarization | 14-3-3 protein gamma (Homo sapiens), P61981 | FP, 14-3-3gamma / TMR-pS259-Raf peptide binding | inhibition, % at 40 µM | 160,000 compounds, 0.19% hits | AID 422, 2006; in the data active = inhibition above about 30%;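 note: 0% = protein plus tracer without compound and 100% = blank with tracer alone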
# Target sequence (P61981 whole entry, looked up): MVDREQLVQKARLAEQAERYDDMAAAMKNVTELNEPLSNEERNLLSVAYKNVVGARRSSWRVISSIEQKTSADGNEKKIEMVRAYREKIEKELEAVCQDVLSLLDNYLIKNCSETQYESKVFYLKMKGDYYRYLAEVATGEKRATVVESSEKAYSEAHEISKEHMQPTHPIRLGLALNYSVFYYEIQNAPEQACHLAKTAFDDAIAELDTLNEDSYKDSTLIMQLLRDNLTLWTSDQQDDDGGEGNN
# Numbers without * were called inactive; & = joins results of further samples.
SMILES,14-3-3g Raf
CC(C)OC(=O)CSc1ncnc2c1cnn2Cc1ccccc1,-11
COc1ccc(NC(=O)c2ccccc2C)c(OC)c1,-8
Cc1cc(NC(=O)CCCN2C(=O)c3cccnc3C2=O)ccc1Br,0
COc1cc(C2Nc3ccc(Br)cc3-c3nnc(SC)nc3O2)cc(OC)c1O (centres undefined),-2
COc1ccc(NC(=O)c2cnn3c(C(F)(F)F)cc(-c4cccs4)nc23)c(OC)c1,-15
Cc1ccccc1CN1CCCNC1=O,-3&4
CSc1nc2ccc([N+](=O)[O-])cc2o1,3
COc1ccc(Br)cc1C1C(N2C(=O)c3cccc([N+](=O)[O-])c3C2=O)C(=O)N1c1ccc(Br)cc1 (centres undefined),4
COc1ccc(N2C(=O)c3ccccc3NC2c2ccccc2O)cc1 (centres undefined),-11
CCCc1cc2c(=O)c(-c3ccc4c(c3)OCO4)c(CC)oc2cc1OC(C)C,-2
CCOc1ccc(C2Oc3nc(SC)nnc3-c3ccccc3N2C(C)=O)cc1C (centres undefined),-2
O=C(CCSCc1ccccc1Cl)NCCc1ccccc1,-4
CCCSC1=C(C#N)C(c2ccccc2C)CC(=O)N1 (centres undefined),-6
CC1(O)N(Cc2ccco2)C(=O)OC12CCCCC2 (centres undefined),0
CCOCCCNC(=O)c1ccc2c(=O)n(Cc3ccc4c(c3)OCO4)c(=O)[nH]c2c1,-9
CCC1Oc2ccc(Cl)cc2N(CC(=O)NCCOC)C1=O (centres undefined),-3
COc1ccc2nc(NC(=O)c3cccc(OCc4c(C)noc4C)c3)sc2c1,0
Cc1ccc(NC(=O)COC(=O)C2CC2C)c(S(=O)(=O)N2CCCCC2)c1 (centres undefined),2
CCOC(=O)c1cc2c(=O)n3cc(C)ccc3nc2n(Cc2cccnc2)c1=N,-2&8
O=C(Nc1ccc(Cl)cc1)c1cccc(OC(=S)Nc2ccc(F)cc2)c1,9
CCN1CCN(C(=O)c2cc(S(=O)(=O)NCCc3ccccc3)ccc2F)CC1,-8
CCOC(=O)C1Sc2[nH]c(=O)sc2C(c2ccc(Cl)cc2)C1C(=O)OCC (centres undefined),1
COc1cccc(C(=O)N2CCN(c3nc4ccc([N+](=O)[O-])cc4s3)CC2)c1,-34
COc1cc2c(cc1NC(=O)c1cccnc1)CCCC2,-1

# Structures shown so far with an aryl methoxy group, in the order listed:
SMILES,14-3-3g Raf
COc1ccc(NC(=O)c2ccccc2C)c(OC)c1,-8
COc1cc(C2Nc3ccc(Br)cc3-c3nnc(SC)nc3O2)cc(OC)c1O (centres undefined),-2
COc1ccc(NC(=O)c2cnn3c(C(F)(F)F)cc(-c4cccs4)nc23)c(OC)c1,-15
COc1ccc(Br)cc1C1C(N2C(=O)c3cccc([N+](=O)[O-])c3C2=O)C(=O)N1c1ccc(Br)cc1 (centres undefined),4
COc1ccc(N2C(=O)c3ccccc3NC2c2ccccc2O)cc1 (centres undefined),-11
COc1ccc2nc(NC(=O)c3cccc(OCc4c(C)noc4C)c3)sc2c1,0
COc1cccc(C(=O)N2CCN(c3nc4ccc([N+](=O)[O-])cc4s3)CC2)c1,-34
COc1cc2c(cc1NC(=O)c1cccnc1)CCCC2,-1

# Next entries follow:
SMILES,14-3-3g Raf
COc1cc(Nc2nc(=S)[nH]c3ccccc23)cc(OC)c1,1
O=C(CN1CCC(C(=O)c2ccc(F)cc2)CC1)Nc1ccccc1,-6
O=S(=O)(c1cccs1)N1CCc2ccccc21,-194
O=C(COC(=O)c1ccccc1O)c1ccc(Br)cc1,-5
CCOC(=O)c1sc(=NC(=O)c2cc([N+](=O)[O-])ccc2Cl)n(C)c1C,-2
CCOc1ccc(C(=O)Nc2nc3c(OC)cccc3s2)cc1,-8
CCOc1ccc2c(=O)c(-c3ccccc3OC)coc2c1,-9
CC(=O)c1ccc(NC(=O)C2CCC(CNS(=O)(=O)c3cccs3)CC2)cc1 (centres undefined),-9
COc1ccc(NC(=O)CN2CCN(CC(=O)Nc3ccccc3Cl)CC2)cc1,-11&-12
Cc1nnc(SCC(=O)Nc2ccc(Cl)cc2)s1,-5
COc1ccc2nc3oc(C(=O)NCC4CCN(Cc5cccc(C)c5)CC4)cc3cc2c1,-205
COc1ccc(Br)cc1CN1CCN(C(=O)c2cccc(Cl)c2)CC1,-9
O=[N+]([O-])c1ccc(OC2=NS(=O)(=O)c3cc([N+](=O)[O-])ccc32)cc1,-6
NS(=O)(=O)c1ccc(CNC2CC(=O)N(c3ccc(Cl)cc3)C2=O)cc1 (centres undefined),2
O=c1oc2cc(O)ccc2c2c1CCCC2,-7&-11
O=C(COC(=O)c1ccccc1N1C(=O)C2C3CCC(C3)C2C1=O)c1ccc(Cl)c([N+](=O)[O-])c1 (centres undefined),4
COc1ccc(-n2c(CNC(=O)c3cc(OC)c(OC)c(OC)c3)n[nH]c2=S)cc1,2
CCOC(=O)C1C(=O)C=C(c2ccc(C)cc2)CC1c1ccccc1C (centres undefined),6
COc1ccc(OC)c(C2=NOC(C(=O)Nc3c(C)n(C)n(-c4ccccc4)c3=O)C2)c1 (centres undefined),2
Cc1ccc(Nc2cc(=O)n(C3CCCCC3)c(=O)[nH]2)cc1C,-5
COc1cc2nc(C3CCC3)n(NC(=O)COc3ccccc3)c(=O)c2cc1OC,4
O=C(Nc1nnc(C2CCCCC2)s1)c1ccco1,0
O=C(CC1OC(=O)c2ccccc21)c1ccco1 (centres undefined),-9
Cc1nonc1NC(=O)OC1CCCCC1,-3
Cc1cccc(NC2=CC(=NS(=O)(=O)c3cccs3)c3ccccc3C2=O)c1,-47
COc1ccc(Cl)cc1NC(=O)C1c2cc(OC)c(OC)cc2C(=O)N(C)C1c1ccccc1F (centres undefined),1
COc1ccc(-c2c(N)n[nH]c2C)cc1OC,9
CCOC(=O)c1cc(CC)sc1NC(=O)c1ccc(N2CCN(CC)CC2)c([N+](=O)[O-])c1,-5
CCc1c(C#N)c(SCC(=O)Nc2nc(-c3ccccc3)ns2)nc2c1C(=O)CC(C)(C)C2,3
Cc1cc(N2CCN(C(=O)c3ccco3)CC2)n2ncnc2n1,-2
COc1ccc(NC(=O)CNC(=O)Cn2ccc3ccccc3c2=O)c(OC)c1,7
Cc1c(C)c2c(c(C)c1O)CCC(C)(CN1CCN(c3cc(N4CCCC4)nc(N4CCCC4)n3)CC1)O2 (centres undefined),8
O=C(O)CSc1nnc(CNc2ccc(Cl)cc2)n1Cc1ccccc1,-3
CCCCNc1ncnc2c1cnn2-c1cccc(C)c1,-3
COc1ccc(C2C(C(C)=O)=C(O)C(=O)N2CCCn2ccnc2)cc1OC (centres undefined),-6&-8
CN(C)C(=O)N1CCC(C(=O)NC2CCCCCCC2)CC1,-5
CCCCSc1nc2c(cnn2-c2ccc(C)c(C)c2)c(=O)[nH]1,8&3
CC(C)Cc1c(O)nc(SCC(=O)N2CCCCC2)[nH]c1=O,-8
CCOC1(OCC)N=C(N)C2(C#N)C(c3ccc(NC(C)=O)cc3)C12C#N (centres undefined),-12
CCc1ccc(NS(=O)(=O)c2ccc3[nH]cc(C(=O)NCCC(C)C)c(=O)c3c2)cc1,4
N#Cc1ccc(-c2ccco2)nc1SCC(=O)c1ccc(Cl)cc1,-4
COc1ccccc1-c1nc(C#N)c(N2CCN(C(c3ccccc3)c3ccccc3)CC2)o1,-3
Cc1ccccc1Nc1cc(C(=O)NCC2CCCO2)c2ccccc2n1 (centres undefined),5
COc1ccc(NC(=O)CSc2nnc(-c3ccccc3C)n2N)cc1OC,-1
Cc1sc(NC(=O)c2ccco2)c(C(c2cccnc2)N2CCN(C)CC2)c1C (centres undefined),-1
O=C(CCCn1c(=O)[nH]c2ccccc2c1=O)NC1CCCCCC1,3
O=C(Nc1nnc(C23CC4CC(CC(C4)C2)C3)s1)c1ccco1,-4
O=C(NCc1cccs1)C1CCC(CNS(=O)(=O)c2cccs2)CC1 (centres undefined),-2&-9
Cc1cccc(OCC(=O)Nc2sc3c(c2C(N)=O)CCCC3)c1,-19
CCOc1ccc(C2=Cc3cc(OC)c(OC)cc3C(=C(Cl)Cl)O2)cc1,-3
CCCCOC(=O)C1Cc2ccccc2C(=O)O1 (centres undefined),-2
CCN1C(=O)C2C(c3ccccc3F)NC(Cc3ccc(O)cc3)(C(=O)OC)C2C1=O (centres undefined),6
COC(=O)c1c(NC(=O)c2ccccc2C(=O)O)sc2c1CCCC2,-13
Cc1cccc(NC(=O)CSc2cc(C)c3ccccc3n2)c1,-3
CCCCC(=O)Nc1ccc2c(c1)nc1n2CCSC1,-7
COc1ccc(-n2c(SCC(=O)Nc3nccs3)nc3c(sc(=S)n3-c3ccccc3)c2=O)cc1OC,-13
O=C(Cn1cnc2c(cnn2-c2ccc(F)cc2)c1=O)N1CCCc2ccccc21,-4
COc1cccc2cc(C(=O)Nc3ccc(Cl)cc3)c(=Nc3ccc(C(=O)O)cc3)oc12,-4
Cc1n[nH]c(C)c1CCC(=O)O,-4
O=S(=O)(NCc1cccnc1)c1ccc2ccccc2c1,3
# Next section:
SMILES,14-3-3g Raf
O=C(Nc1ccc2nn(-c3cccc(Cl)c3)nc2c1)c1cccc(F)c1,-43
Cc1ccc(C(=O)NCc2cccs2)cc1S(=O)(=O)N1CCCCC1,3
CCOC(=O)c1cc(-c2cc(OC)ccc2OC)no1,-2
COc1ccc(-c2nn3c(-c4cccc(C)c4)nnc3s2)cc1OC,-9
O=C(COc1ccccc1N1C(=O)C2C3C=CC(C4CC34)C2C1=O)c1ccc(F)cc1 (centres undefined),-11
Cc1ccc(-c2csc3nnc(SCC(=O)Nc4cccc(C)n4)n23)cc1,-20
Cc1cc(Oc2ccc(C(C)(C)C)cc2)nc(N2CCOCC2)n1,1
Cc1nn(S(=O)(=O)N(C)C)c(C)c1Br,0
Cc1sc2nc(SCC(=O)NCc3ccco3)[nH]c(=O)c2c1C,3&-9
COc1ccc(C(=O)CSc2nc(C)cc(=O)[nH]2)cc1,-2
COc1ccc(NC(=O)Nc2cccc(C(=O)N3CCOCC3)c2)cc1OC,0
Cc1cc2c(c(C)nn2-c2ccccc2)c(=O)o1,-2&-8

# 4 entries already listed, sorted by the value under 14-3-3g Raf, highest first.
SMILES,14-3-3g Raf
COc1ccc(NC(=O)CSc2nnc(-c3ccccc3C)n2N)cc1OC,-1
O=C(O)CSc1nnc(CNc2ccc(Cl)cc2)n1Cc1ccccc1,-3
COc1cccc2cc(C(=O)Nc3ccc(Cl)cc3)c(=Nc3ccc(C(=O)O)cc3)oc12,-4
CN(C)C(=O)N1CCC(C(=O)NC2CCCCCCC2)CC1,-5

# Next section:
SMILES,14-3-3g Raf
O=C1c2cccnc2C(O)N1Cc1cccs1 (centres undefined),-4
CCOC(=O)Cc1csc(NC(=O)CCN2C(=O)c3ccccc3C2=O)n1,-8&0
Cc1cc(Cc2ccc(N)c(C)c2)ccc1N,17
O=C(CSc1nnc(-c2ccncc2)n1-c1ccccc1)c1ccc(NS(=O)(=O)c2ccccc2)cc1,26
CCn1c(O)c(/C=N/n2cnnc2)sc1=S,-54
CC(NC(=O)c1ccc(S(=O)(=O)N(C)C)cc1)c1ccccc1 (centres undefined),-7
O=C(Nc1ccc(Cl)cn1)C1c2ccccc2C(=O)N2CCc3ccccc3C12 (centres undefined),-1
CCOC(=O)c1[nH]c(C)c(C(=O)Nc2ccc(C)c(F)c2)c1C,-6
Cc1ccc(Sc2c([N+](=O)[O-])c(=O)n(C)c3ccccc23)cc1,-41
COc1ccc(S(=O)(=O)N(C)CC(=O)Nc2ccc(F)cc2)cc1,-9
CCCn1c(SCc2ccc(C)cc2)nc2c1c(=O)[nH]c(=O)n2C,0
CN(C)CCNc1oc(-c2ccccc2F)nc1C#N,0
CC1=C(C(=O)OC(C)C)C(c2cn(-c3ccccc3)nc2-c2ccc(C)cc2)C(C(=O)OC(C)C)=C(C)N1,18
CCOC(=O)c1cccc(C(=O)Nc2nc3ccc(OCC)cc3s2)n1,8
CCOc1ccc(C(C2=C(O)CC(C)(C)CC2=O)C2C(=O)CC(C)(C)CC2=O)cc1 (centres undefined),-4
O=S(=O)(c1cc(Br)c(Br)s1)N1CCN(c2ccccc2)CC1,-3
COc1ccccc1NC(=O)c1ccc([N+](=O)[O-])cc1C(=O)O,-11
O=C(O)COc1ccccc1C1C2C(=O)N(c3ccccc3)C(=O)C2ON1c1ccccc1 (centres undefined),-7
CCN1C(=O)CSc2ccc(C(=O)NC(C)C)cc21,-1
COc1ccc(C(=O)Nc2ccc(Br)c(C)c2)cc1OC,-2
NC(=O)CN1C(=O)C(O)(CC(=O)c2ccc(F)cc2)c2ccccc21 (centres undefined),-4
CCOc1ccc(/C(O)=C2\C(=O)C(=O)N(Cc3cccnc3)C2c2ccc(C(C)(C)C)cc2)c(C)c1 (centres undefined),1
CCCCn1c(=NC(C)=O)c(C(=O)OCC)cc2c(=O)n3ccccc3nc21,-17
CN1CCNC(=O)C1CC(=O)O (centres undefined),-11
CC1(C)CC(=O)C2=C(C1)Nc1nc(SCc3ccccc3Cl)[nH]c(=O)c1C2c1cccnc1 (centres undefined),-3
CCCCCCCOc1ccc(C(=O)Nc2ncn[nH]2)cc1,-9
CC(Cl)=CCSc1nc2c(c(=O)[nH]c(=O)n2C)n1C,-15
Cc1nn(-c2ccccc2)c2sc(C(=O)Nc3cccc(C(F)(F)F)c3)cc12,-6
CC(=O)C1C(c2ccc(F)cc2)C(C#N)(C#N)C2c3ccccc3C=CN12 (centres undefined),-166
Cc1cc(C(=O)CSc2nncs2)c(C)n1-c1ccc2c(c1)OCO2,-4

# This is a subset; count on the stated rates, not on these rows.
